From PubChem
mcGAS inh = inhibitors of mouse cGAS | 160,000 compounds, 0.15% hits | inhibition, % at 12.5 µM | Q8C6L5 | recombinant cGAS, Kinase-Glo ATP depletion luminescence;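 note: 0% = negative control wells and 100% = reference inhibitor with no enzyme activity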
NPYLR7 ag = mosquito NPYLR7 agonism; HEK293T NPYLR7/Galpha15, GCaMP6s calcium fluorescence; activation, % at 10 µM; 270,000 compounds, 0.15% hits; in the data active = activation above about 40%;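 note: 0% = vehicle and 100% = reference agonist at the receptor; some compounds past the cut are filed as inactive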
hcGAS lum = human cGAS inhibition; Q8N884; 290,000 compounds, 0.081% hits; inhibition, % at 12.5 µM; recombinant h-cGAS, ATP depletion, Kinase-Glo luminescence;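 note: 0% = vehicle reaction and 100% = reaction without DNA for no activity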
Target sequence (Q8N884 whole entry, looked up): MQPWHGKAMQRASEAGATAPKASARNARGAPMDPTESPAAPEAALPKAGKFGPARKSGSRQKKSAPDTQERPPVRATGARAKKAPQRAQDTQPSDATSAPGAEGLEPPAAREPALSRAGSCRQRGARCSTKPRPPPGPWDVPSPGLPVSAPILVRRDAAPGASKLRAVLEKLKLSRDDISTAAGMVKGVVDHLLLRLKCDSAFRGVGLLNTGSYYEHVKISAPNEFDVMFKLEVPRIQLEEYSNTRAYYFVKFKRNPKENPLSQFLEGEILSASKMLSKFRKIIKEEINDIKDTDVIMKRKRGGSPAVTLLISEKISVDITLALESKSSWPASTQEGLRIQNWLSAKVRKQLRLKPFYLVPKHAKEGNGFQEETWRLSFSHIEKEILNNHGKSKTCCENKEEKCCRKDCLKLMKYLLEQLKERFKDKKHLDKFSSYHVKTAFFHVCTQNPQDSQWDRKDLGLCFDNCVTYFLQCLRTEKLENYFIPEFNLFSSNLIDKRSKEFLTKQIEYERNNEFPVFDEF
* hit, by the source's call; x = no result given; & = joins results of further samples. Cut-off read from the data, not from the text of the source, unless noted: active = inhibition above about 40%; inactive = the rest.

Structure	NPYLR7 ag	hcGAS lum	mcGAS inh
Cc1ccc(-n2nnc3c(=O)n(Cc4ccccc4F)cnc32)cc1	7	0	x
O=C(c1cccc(Br)n1)N1CCOC(COc2cccc(C(F)(F)F)c2)C1 (stereo not given)	-6	-5	0
CCC(=O)O[C@H](CC(=O)O)C[N+](C)(C)C	-6	0	x
COc1cc(N2CCC(CO)(Cc3ccc(Cl)cc3)CC2)ncn1	16	-2	x
Cc1ccc(Cc2nnc(NC3CCCC3)[nH]c2=O)cc1	11	-5	x
CC1CCCCN1c1nc2c(c(=O)[nH]c(=O)n2C)n1Cc1ccccc1 (stereo not given)	x	-11	-7
COc1cc(C(=O)N2CCC(n3nc(-c4ccccc4)cc3-c3ccccc3)CC2)ccc1F	18	2	-1
O=C1C=C(Nc2cccc(F)c2)C(=O)N1CCO	5	-3	x
CNc1nn(CC(=O)Nc2cc(C)ccc2OC)c(N)c1-c1nc(-c2ccc(Cl)cc2)no1	x	-5	-9
CC(C)NC(=O)Nc1ccc(N(C)C)c(CN(C(=O)C(C)(C)C)C2CC2)c1	17	-6	-5
CC(C)Cc1nc(C(c2ccccc2)n2cnnn2)n(-c2ccccn2)n1 (stereo not given)	1	1	x
Cc1cc(C(=O)N(Cc2ccco2)c2nc3c(C)cc(Cl)cc3s2)on1	-3	2	-2
CNC(=O)c1cc(-c2ccccc2)n[nH]1	16	-10	x
O=C(/C=C/c1cccs1)N(CCCN1CCOCC1)c1nc2c(F)cc(F)cc2s1	-3	-7	-8
COc1cc(NC(=O)CCN2C(=O)NC(C)(C)C2=O)cc(OC)c1	4	-10	-13
COCCCN(Cc1ccc(C)cc1)Cc1cccn1Cc1ccccc1C	x	-7	-5
CCC(CC)C(=O)N1CCN(c2ccc(-n3nc(C)cc3C)nn2)CC1	-3	-6	-10
Cc1cccc(CC(=O)Nc2c(C)nc3ccc(Cl)cn3c2=O)c1	2	-11	x
O=S(=O)(NC(c1ccccc1)c1ccccc1)N1CCCCC1	2	-5	x
COc1cccc(CSc2nnc(CNC(=O)Nc3c(C)cccc3C)n2-c2cc(Cl)ccc2Cl)c1	6	-10	-6
O=C(NCCc1ccc(Cl)cc1Cl)c1ccc(-c2ccc3c(c2)OCO3)s1	23	-1	-6
CNC(=O)[C@@H]1C[C@@H](N)CN1C(=O)CSCc1cc(C)cc(C)c1	x	-5	-8
Cc1ccccc1[C@H]1[C@@H](C(=O)NCc2ccncc2)C[C@@](C)(C(=O)O)N1C	1	-3	-15
CSc1nc(-c2ccco2)nn1C(=O)c1ccco1	3	-5	x
CCOC(=O)c1ccc2c(c1)nc(SCc1ccccc1I)n2Cc1ccc(C(F)(F)F)cc1	1	-6	-6
Cc1ccc(C(=O)N2CCN(C(C(=O)NCc3cccnc3)C3CCCC3)CC2)cc1[N+](=O)[O-] (stereo not given)	-2	1	-4
C=C(C)CN1CCN(c2nc3c(c(=O)[nH]c(=O)n3C)n2Cc2ccccc2)CC1	3	-3	x
CCc1nc2c(OCc3cc(Cl)cc(Cl)c3)cccn2c1N(C)C(=O)c1cccc(OC)c1	7	-5	-2
CCc1nn(-c2ccccc2)c(Oc2cccc(F)c2)c1CN(CC(O)COc1ccccc1)C1CC1 (stereo not given)	15	-4	-5
Cc1c(C(=O)NCc2cccs2)sc(=O)n1Cc1cccc(F)c1	10	2	x
Cc1ccc(C)c(CC(=O)N2CCC(n3c(C)nc4ccc(C)cc43)CC2)c1	x	-8	-6
O=C(c1cn2cccnc2n1)N1CCC(c2[nH]ncc2Cc2ccccc2)CC1	0	2	x
CCCCCCCCC(=O)Nc1ccc(C2SCC(=O)N2c2ccc3c(c2)OCO3)cc1 (stereo not given)	-10	-1	0
COc1cccc(Oc2cc(C(F)(F)F)nc(SCc3ccc(F)c(F)c3)n2)c1	1	-1	-3
COc1ccc(C(=O)NNC(=O)C(NC(=O)C2CCCCC2)C(C)C)cc1 (stereo not given)	4	-3	x
CCCN1CCC(Cc2noc(C3(N)CCCC3)n2)CC1	9	-7	x
Cc1cccc(OCC(=O)N2CCOC(COCc3c(Cl)cccc3Cl)C2)c1 (stereo not given)	3	-2	-5
Cn1ncc([N+](=O)[O-])c1C(=O)Nc1ccc(N=Nc2ccccc2)cc1	0	-3	x
Nc1nc(N2CCN(Cc3cccc(Cn4cccn4)c3)CC2)cc(=O)[nH]1	3	0	-8
N#CC1(NC(=O)COC(=O)C2CC3CCCC(C2)C32SCCS2)CCCC1 (stereo not given)	5	-1	x
Cc1cc(C(=O)N2CCN(CCCOC(c3ccc(Cl)cc3)c3ccc(Cl)cc3)CC2)cc(Cl)n1	-1	-4	-7
CC(C)(C)OC(=O)NCC1CCC(C(=O)N2CCN=C2Nc2ccc(Cl)cc2)CC1 (stereo not given)	5	1	-3
COc1c(F)ccc(C(=O)N2CCC3(CCC(=O)N(C)CC3)CC2)c1F	5	2	1
CC(C)N(Cc1nccn1C)C(=O)c1ccc(OC2CCN(C(=O)C3CC3)CC2)cc1	2	-8&-4	x
Cc1cc2c(cc1Br)NCCC2	0	0	x
Cc1nc(SCc2ccc(C(=O)NCc3ccncc3)cc2)nc(N2CCOCC2)c1C	1	1	-4
CC1(C)CCc2[nH]c(=O)c(C#N)cc2C1	3	3	x
Cc1sc2nc(CCc3ccccc3)nc(N3CCN(C(=O)c4cccc(Cl)c4)CC3)c2c1C	-1	-11	-5
O=C(Cn1cnnn1)Nc1ccccc1C(=O)N1CCCCCC1	36	-7	-11
COc1ccccc1C(NC(=O)C1CCN(CCOc2ccc(Cl)cc2)CC1)c1ccccn1 (stereo not given)	2	-5	-3
COc1cc(CNC(=O)c2ccc(-c3cccc(C(F)(F)F)c3)s2)cc(OC)c1	4	-7	-7
CC(C)Oc1ccccc1CC(=O)N1CCC(OCC(N)=O)C1 (stereo not given)	-1	-8	x
CC#CCN(Cc1ccco1)C(=O)c1cn(CC2COc3ccccc3O2)nn1 (stereo not given)	3	-1	x
O=C(CCc1c[nH]c2ccccc12)N1CCN(C(c2ccccc2)c2ccc(Cl)cc2)CC1 (stereo not given)	-5	-4	-2
COC(=O)c1ccc(N=Cc2nc(-c3cc(OC)c(OC)c(OC)c3)oc2O)cc1	-7	-5	-8
COCC(=O)Nc1ccc(N(C)C)c(CN(CC2CC2)C(=O)NC(C)C)c1	19	-10	-6

The results go on.
Structure	NPYLR7 ag	hcGAS lum	mcGAS inh
CCOC(=O)C1C(=O)C=C(c2cccs2)CC1c1ccccc1OCC (stereo not given)	9	-6	-4
O=C(O)c1cc(O)c2c(c1)C(=O)c1cc(O)cc(O)c1C2=O	-10	14	20
COCCN1C(=O)[C@]2(C)[C@H](c3ccccc31)[C@@H](C(N)=O)CN2C(=O)Nc1ccccc1	15	-4	-5
CN(Cc1ccccc1O)C(=O)NCc1nc(C2CC2)no1	1	-10	-17
COC(=O)C(c1ccc(OC)cc1)C1C=CC(NC(=O)c2cc(F)ccc2Cl)C1 (stereo not given)	-2	-6	-5
CN(C)CCNS(=O)(=O)c1ccc2c(c1)CCC2	4	3	x
CC(=O)NC(CC(=O)NC1CCN(C(=O)c2ccncc2)CC1)c1cccs1 (stereo not given)	10	-3	-14
O=C(O)c1cc(COc2c(Cl)cccc2Cl)on1	5	-9	-14

Looked up above.
NPYLR7 ag, CCOC(=O)C1C(=O)C=C(c2cccs2)CC1c1ccccc1OCC (stereo not given) : 9
NPYLR7 ag, CN(C)CCNS(=O)(=O)c1ccc2c(c1)CCC2 : 4
hcGAS lum, COC(=O)C(c1ccc(OC)cc1)C1C=CC(NC(=O)c2cc(F)ccc2Cl)C1 (stereo not given) : -6

Further results.
Structure	NPYLR7 ag	hcGAS lum	mcGAS inh
CN(C)[C@@H]1[C@@H](NC2CCN(c3ccc4c(c3)CCC4)CC2)[C@H]2CCO[C@H]21	x	-4	-5
C=CC(C)(O)CC/C=C(/C)COC(=O)C(C)C1CCC(C)(C=C)O1 (stereo not given)	-10	4	2
CC(=O)c1cccc(N2C(=O)C3C4C=CC(C4=C(C)C)C3C2=O)c1 (stereo not given)	1	-3	-6
CC(C)(C)NN=Cc1cc(Br)ccc1O	-3	-3	x
COc1ccc(CCNC(=O)CCCNS(=O)(=O)c2cccs2)cc1OC	1	-7	x
Cc1cnccc1-c1cccc(C(=O)O)c1	-1	4	x
COc1cc(OC)cc(C(=O)Nc2nc3ncccc3cc2-c2ccccc2)c1	3	-3	-5
O=C(COc1c(Cl)cc(Cl)cc1Cl)N=Nc1c(O)[nH]c2ccc(F)cc12	-5	4	-4
O=C(NCCN1CCCC1)c1ccccc1N1CCC(NS(=O)(=O)c2ccccc2)CC1	8	-3	-3
CC(=O)NC(CC(C)C)C(=O)N1CCN(Cc2ccc(-c3noc(C4CCCC4)n3)cc2)CC1 (stereo not given)	23	-2	-6
COc1cc2c(cc1CNC[C@]1(O)CCCN3CCCC[C@@H]31)OCCO2	x	-15	-6
CC(Cc1ccco1)NC(=O)C1CCCN(C(=O)c2ccccc2)C1 (stereo not given)	3	-6	-4
CCc1cnc(C)nc1N1CCCC(n2cc(C(=O)NC3CCCC3)nn2)C1 (stereo not given)	0	-5	x
CN(Cc1cc(-c2ccccc2)no1)Cc1ccc(-c2ccn[nH]2)o1	8	-2	x
COc1ccc2nc(CCNC(=O)CC(=O)Nc3cc(C)cc(C)c3)[nH]c2c1	13	-6	x
CNC(=O)c1c(NC(=O)c2cnc(C(C)C)nc2C)sc2c1CCCC2	2	-6	x

Exported with values under each structure: five of the compounds above.
Order of values: NPYLR7 ag, hcGAS lum, mcGAS inh
O=C(NCCN1CCCC1)c1ccccc1N1CCC(NS(=O)(=O)c2ccccc2)CC1
    8, -3, -3
CC(=O)NC(CC(C)C)C(=O)N1CCN(Cc2ccc(-c3noc(C4CCCC4)n3)cc2)CC1 (stereo not given)
    23, -2, -6
COc1cc2c(cc1CNC[C@]1(O)CCCN3CCCC[C@@H]31)OCCO2
    x, -15, -6
CC(Cc1ccco1)NC(=O)C1CCCN(C(=O)c2ccccc2)C1 (stereo not given)
    3, -6, -4
CCc1cnc(C)nc1N1CCCC(n2cc(C(=O)NC3CCCC3)nn2)C1 (stereo not given)
    0, -5, x

Next entries follow.
Structure	NPYLR7 ag	hcGAS lum	mcGAS inh
O=C(c1cccnc1Cl)N1CCN(C(c2ccccc2)c2ccc(F)cc2)CC1 (stereo not given)	-7	-5	-3
Cc1c(O)cccc1C(=O)N1CCC(c2[nH]ncc2-c2cccc(F)c2)CC1	17	-3	x
Cc1csc2nc(CSCCC(=O)N3CCc4ccccc43)cc(=O)n12	-3	-13	x
COC(=O)c1csc2c(C(F)(F)F)cc(N3CCN(CC(=O)Nc4cc(C)nn4C)CC3)nc12	-1	2	-2
Fc1ccc(-c2nnc(SCc3nnc(-c4ccccc4)o3)c3ccccc23)cc1	2	13	2
O=S(=O)(c1ccc2c(c1)CCC2)N1CCC(c2nc3ccccc3o2)CC1	1	-5	x
O=C(NCCCc1ccccn1)c1ccc(-c2ccc(F)c(CO)c2)nc1	-2	-10	x
CC(C)C(N)c1csc(Nc2ccc(C(F)(F)F)cn2)n1 (stereo not given)	-2	0	-2
CCc1ccc2occ(CC(=O)N3C[C@@H]4[C@H](C3)[C@H]3CC[C@@H]4O3)c2c1	16	-9	-17
COc1ccc(S(=O)(=O)N2CC(=O)N3CCc4cc(OC)c(OC)cc4C3C2)cc1OC (stereo not given)	0	-9	-8
CC1CCCCN1CCNC(=O)c1cc(C2CC2)nn1C(C)(C)C (stereo not given)	1	-2	x
Cc1cccc(NC(=O)CC(=O)N(C)CCCO)c1C	15	-6	x
NC(=O)Cc1csc(NC(=O)c2ccc(-n3cccc3)c(F)c2)n1	6	-7	x
CCC(=O)OC(C(C)=O)C1CC(C)N(c2ccccc2)N1C(C)=O (stereo not given)	-2	4	x
CC(=O)Nc1ccc(C(=O)N(C)Cc2ccc3c(c2)OCO3)s1	-9	6	-2
Cc1ccc(-c2ccc(=O)n(CCCNC(=O)C(C)Oc3ccccc3F)n2)cc1 (stereo not given)	-2	-1	x
C(=Nc1ccc(C23CC4CC(CC(C4)C2)C3)cc1)c1cccnc1	-3	2	x
CN1CCN(C(=O)c2ccccc2NC(=O)c2ccco2)CC1	3	-3	x
Oc1ccc(-c2ncc(F)c(N3CCCC3)n2)cc1	1	-5	x
Cc1cc(=O)[nH]c(-n2nc(C)c(CCC(=O)Nc3ncccc3C)c2C)n1	16	-6	x
COc1ccc(CN(CC2CCCO2)CC(O)c2ccccc2)cc1OC (stereo not given)	15	-7	-6
CC(C)c1cc(CN2CCCC(CNC(=O)c3ccc[nH]3)C2)on1 (stereo not given)	1	-4	-17
CCCC(O)CN(CCOC)Cc1cc(C)ccc1C (stereo not given)	-2	0	0
Cc1cccc(OCC(=O)NCC(=O)N=Nc2c(O)[nH]c3ccc([N+](=O)[O-])cc23)c1	1	0	-6
CCc1nc(-c2c(-c3ccccc3)ncn2Cc2n[nH]c3c2CCC3)c(C)[nH]1	8	-3	x
COc1cc(-c2cc(C(F)(F)F)n3ncc(C(=O)NC4CCCCC4)c3n2)cc(OC)c1OC	-7	0	1
O=C(O)C=Cc1ccc(O)c(O)c1	1	-6	-3
CN1CCC(N(C)Cc2ccc([N+](=O)[O-])s2)CC1	1	-8	-6
Cc1cccc(C(=O)NC(C(=O)N2CCOCC2)C2CCN(C(=O)CCc3ccccc3)CC2)c1 (stereo not given)	-2	-1	-3
CCOC(=O)c1ccc(NC2CC(C)(C)NC(C)(C)C2)nc1	6	0	x
CC1=NOC(C(=O)Nc2ccccc2OCCCc2ccccc2)C1 (stereo not given)	-3	1	x
Cc1c(=O)n(OCc2ccc(I)cc2)c2ccccc2[n+]1[O-]	-7	-5	x
